TPT1 inh: C. albicans TPT1 enzyme inhibition; inhibition, % at 5 µM; recombinant caTPT1, FP RNA substrate dephosphorylation; 300,000 tested, 0.81% active;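 active = inhibition above the mean of all tested compounds plus 3 SD, set per screening campaign, cut at about 24% in these data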;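 note: plate controls were DMSO alone for no effect and ferristatin control at 100 nM for full effect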
PAFAH2 FP inh: PAFAH2 (human) inhibition. recombinant PAFAH2, FP-rhodamine activity probe, fluorescence polarization. AID 492956. Q99487. 340,000 tested, 0.99% active. inhibition, % at 3.39 µM;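 active = inhibition above the mean over all tested compounds plus 3 SD, cut at about 30% in these data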;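 note: inhibitors block probe labeling of enzyme so polarization drops; 0% = enzyme with DMSO and 100% = wells lacking PAFAH2 protein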
Fh CTSL1 inh: counter-screen for PFM18AAP inhibitors: inhibitors of F. hepatica cathepsin L1; recombinant F. hepatica cathepsin L1, Z-Leu-Arg-MCA fluorescence; inhibition, % at 5.96 µM; 300,000 tested, 0.49% active; AID 1906;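 active = inhibition above the mean of all tested compounds plus 3 SD, set per screening campaign, cut at about 17% in these data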;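 note: 0% = plate median of test compound wells and 100% = 1 µM Z-Phe-Ala-diazomethylketone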
proCasp3 act: activators of human procaspase-3 | activation, % at 8.5 µM | 330,000 tested, 0.11% active | P42574 | recombinant procaspase-3 D3A, Ac-DEVD-pNA absorbance 405 nm;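 active = activation above the mean of all tested compounds plus 3 SD, cut at about 21% in these data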;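 note: 0% = DMSO alone and 100% = DMSO wells spiked with extra 5 µM PC-3 D3A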
Target sequence (P42574 whole entry D9A/D28A/D175A): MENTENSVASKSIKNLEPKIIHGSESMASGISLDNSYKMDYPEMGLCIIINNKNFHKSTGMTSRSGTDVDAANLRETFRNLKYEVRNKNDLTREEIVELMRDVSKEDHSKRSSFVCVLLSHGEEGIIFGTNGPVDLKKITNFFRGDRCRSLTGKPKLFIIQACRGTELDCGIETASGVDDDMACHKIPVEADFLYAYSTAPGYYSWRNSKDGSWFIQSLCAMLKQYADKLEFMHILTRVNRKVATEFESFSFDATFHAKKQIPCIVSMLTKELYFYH
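Evaluation: percent activation relative to control range; Material: Procaspase-3 D3A mutant, all three cleavage aspartates alanine; Compound: single dose, 8.5 µM nominal compound, 0.8% DMSO; Replication: one well per compound; Signal: absorbance at 405 nm, 0 and 120 min; Schedule: 1 h preincubation plus 2 h reaction at 25 °C.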
PP1 inh: blocks human PP1-alpha phosphatase, a PP5 counter-screen. purified PP1alpha, OMFP fluorescence. inhibition, % at 6.7 µM. 320,000 tested, 0.9% active;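 active = inhibition above the mean inhibition of all tested compounds plus 3 SD, computed separately for each screening campaign, cut at about 15% in these data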
PP5 primary: blocks human protein phosphatase 5 activity; purified PP5c, OMFP substrate fluorescence; inhibition, % at 6.7 µM; 320,000 tested, 0.18% active; AID 1987;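 active = inhibition above the campaign's mean inhibition across all tested compounds plus 3 SD, cut at about 9.5% in these data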;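 note: 0% = DMSO only and 100% = 100 µM cantharidin control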
Target sequence (P53041 whole entry, looked up): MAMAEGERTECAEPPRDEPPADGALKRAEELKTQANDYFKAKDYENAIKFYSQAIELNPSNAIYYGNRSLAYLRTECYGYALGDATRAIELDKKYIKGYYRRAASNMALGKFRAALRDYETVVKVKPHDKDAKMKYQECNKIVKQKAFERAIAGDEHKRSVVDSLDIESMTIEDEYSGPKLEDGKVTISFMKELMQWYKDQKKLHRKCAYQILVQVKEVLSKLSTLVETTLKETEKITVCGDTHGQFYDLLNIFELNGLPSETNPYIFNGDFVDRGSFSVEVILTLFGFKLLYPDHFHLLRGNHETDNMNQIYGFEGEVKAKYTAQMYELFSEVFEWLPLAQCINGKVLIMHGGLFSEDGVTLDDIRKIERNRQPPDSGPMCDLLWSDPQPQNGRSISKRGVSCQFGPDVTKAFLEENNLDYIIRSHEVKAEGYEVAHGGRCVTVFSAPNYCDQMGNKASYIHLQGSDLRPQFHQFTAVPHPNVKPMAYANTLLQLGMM
AHR act: activators of human aryl hydrocarbon receptor. P35869. AHR-responsive luciferase reporter cells, luminescence. activation, % at 5 µM. 320,000 tested, 2.5% active; in the data active = activation above about 47%;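 note: 0% = vehicle wells and 100% = reference agonist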
procasp7 counter: activates human procaspase-7, counter-screen for procaspase-3 activators; P55210; recombinant procaspase-7, Ac-DEVD-pNA absorbance 405 nm; D23A/D198A/D206A triple mutant, cannot self-cleave; scale: DMSO 0, 5 µM enzyme 100; activation, % at 8.5 µM; 330,000 tested, 0.093% active; AID 463210;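 active = percent activation above the screen-wide mean plus 3 SD, cut at about 25% in these data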
Target sequence (P55210 whole entry D23A/D198A/D206A): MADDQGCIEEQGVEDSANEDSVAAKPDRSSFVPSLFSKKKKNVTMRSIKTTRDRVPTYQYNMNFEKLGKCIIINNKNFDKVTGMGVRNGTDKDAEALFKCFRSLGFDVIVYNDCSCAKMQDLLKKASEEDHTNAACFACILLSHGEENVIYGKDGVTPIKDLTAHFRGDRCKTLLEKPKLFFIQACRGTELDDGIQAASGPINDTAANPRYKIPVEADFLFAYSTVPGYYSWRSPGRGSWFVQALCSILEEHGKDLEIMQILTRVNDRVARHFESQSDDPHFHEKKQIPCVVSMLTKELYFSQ
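Material: Procaspase-7 triple mutant (PC-7 D3A) | Quantity: 2 µM procaspase-7 mutant as dispensed | Reagent: DEVD-pNA substrate | Times: 1 h preincubation, 2 h reaction | Technique: 405 nm absorbance of p-nitroaniline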
core dimer inh: HCV core protein dimerization inhibition. TR-FRET GST/Flag-core106 dimerization, 1536-well. inhibition, % at 5 µM. 300,000 tested, 0.33% active. AID 1899;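 active = inhibition above the mean of all tested compounds plus 3 SD, set per screening campaign, cut at about 45% in these data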
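Assay system: tagged HCV core106 pair (GST and Flag); medium: KF-containing HEPES buffer, pH 7.45, DTT, CHAPS, BSA; also added: Eu donor and XL665 acceptor anti-tag antibodies; dosing: 5 µM single dose; timing: compound-protein-antibody incubation 4 h at 22.5 °C; signal: TR-FRET 671 and 617 nm emission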
Active calls of the source: *; x = no result given.

SMILES	TPT1 inh	PAFAH2 FP inh	Fh CTSL1 inh	proCasp3 act	PP1 inh	PP5 primary	AHR act	procasp7 counter	core dimer inh
CC1CCCN(CC(O)COC(c2ccccc2)c2ccccc2)C1 (configuration not stated)	-6	0	0	-2	-3	0.9	-3	5	-3
CCN1CCN(S(=O)(=O)c2ccc3c4c(cccc24)C(=O)N3CC)CC1	x	-1	x	3	x	x	0	-3	x
Cc1cc(NC(=O)c2ccc3c(c2)C(=O)N(CCC(C)C)C3=O)no1	1	-3	-1	5	-1	-0.3	1	-2	1
CC(=O)Nc1ccc(C(=O)N/N=C/c2cccnc2)cc1	-2	8	5	7	-3	0.0	1	-11	-1
CCOC(=O)CN1C(=O)CSc2ccccc21	0	5	-4	1	-2	-1.2	-3	-7	4
CC1C(c2ccccc2)N(C)C(c2ccccc2)CC1(O)c1ccc(F)cc1 (configuration not stated)	5	10	2	0	1	3.8	2	4	5
CC(CCc1ccccc1)NC(=O)COC(=O)c1ccc([N+](=O)[O-])cc1 (configuration not stated)	-2	1	-1	1	-1	0.5	2	-4	12
CC(NC(=O)Nc1ccccc1)C(c1cccs1)N1CCN(c2ccccc2)CC1 (configuration not stated)	-2	-1	1	9	0	2.0	0	9	-7
O=S(=O)(c1ccccc1)c1nc(-c2ccco2)oc1N1CCCCC1	-3	3	7	-1	2	3.6	-2	-2	-10
O=C(Nc1cccc(S(=O)(=O)NC2=NCCC2)c1)c1cnc(Cl)c(Cl)c1	x	-1	x	1	-2	2.1	3	2	x
O=C(NC(=S)Nc1ccc2oc(=O)ccc2c1)c1cc2ccccc2o1	1	11	2	6	-7	-0.7	-1	11	4
Cc1ccc(S(=O)(=O)Nc2nc3ccccc3nc2N2CCN(c3ccccc3F)CC2)cc1	-3	12	5	-5	0	0.1	3	5	22
C/C(=N/NC(=O)c1cc2ccccc2cc1O)C1C(=O)c2ccccc2C1=O	18	74*	5	-7	24*	6.4	22	-15	13
O=C(CN1CCCCCC1)Nc1ccc(Cl)cc1F	-1	-15	-1	8	5	1.1	-5	-2	-8
CC(C)(C)c1ccc(C(=O)N/N=C/c2ccccn2)cc1	-2	-2	2	-3	-3	2.3	17	13	0
CCCCSc1ccc2nc(-c3ccc(C#N)cc3)cn2c1	-3	-1	2	1	0	0.8	-5	-3	17
O=c1cc(-c2ccccc2Cl)oc2cc(O)cc(O)c12	-6	11	0	8	5	2.2	44	4	-4
Cc1ccc(Cl)c(NC(=O)COC(=O)C2CCC2)c1Cl	5	7	-24	-3	-9	3.0	2	-4	-1
Cc1ccc2[nH]c(C)c(CCNC(=O)c3c(N)no[n+]3[O-])c2c1	-1	-5	3	1	1	3.9	26	12	-4
OC(CNCC1CCCO1)Cn1c2ccc(Cl)cc2c2cc(Cl)ccc21 (configuration not stated)	-4	-13	3	3	11	4.1	3	4	-17
C=CCOc1ccc(Br)cc1/C=N/O	-1	0	-1	1	-2	1.9	4	12	3
COC(=O)CSc1ccc(C#N)c(SCC(=O)OC)c1	-8	8	2	1	0	-0.5	-3	2	-1
O=C(CS(=O)(=O)c1cn(Cc2ccc(Cl)cc2)c2ccccc12)N1CCCC1	0	2	-9	4	6	0.6	5	1	16
Cc1ccsc1-c1cc(C(=O)O)c2c(ccc3ccccc32)n1	-2	-3	3	1	-2	1.6	21	0	6
Cc1occc1C(=O)NC1CCCN(Cc2ccc(CC(C)C)cc2)C1 (configuration not stated)	0	-31	0	6	1	2.3	-1	5	4
The list goes on:
SMILES	TPT1 inh	PAFAH2 FP inh	Fh CTSL1 inh	proCasp3 act	PP1 inh	PP5 primary	AHR act	procasp7 counter	core dimer inh
CC(=O)c1cc(-c2ccccc2)n(CC(=O)N2CCCCC2)c1C	3	9	2	8	-1	3.1	-3	4	0
CCOC(=O)C1CCCN(C(=O)C2CCN(S(=O)(=O)c3c(C)noc3/C=C/c3ccccc3F)CC2)C1 (configuration not stated)	-4	14	6	10	3	3.1	2	2	-7
COc1ccc(-n2c(SCc3ccc(C#N)cc3)nnc2-c2ccccn2)cc1	-1	-9	-2	4	0	2.4	0	-6	-2
COc1ccc(F)cc1S(=O)(=O)N1CCN(c2ccccn2)CC1	-3	-1	-2	7	-2	0.7	2	-3	1
Cc1ccc(S(=O)(=O)N2CCN(CCC#N)CC2)cc1	-1	8	4	-7	0	-1.8	-2	-2	-3
CC(C)[C@H](NC(=O)c1ccccc1)C(=O)OCc1nnc(-c2ccccc2)o1	0	x	-19	-5	0	1.2	3	3	2
COc1ccc(OC)c(CCNC(=O)c2cccc(NC3=NC4CS(=O)(=O)CC4S3)c2)c1 (configuration not stated)	4	8	-2	8	-3	3.5	4	2	-13
O=C(/C=C/c1ccco1)NC(=S)Nc1ccc(O)c(-c2nc3ccccc3s2)c1	3	13	5	3	8	2.2	80*	-3	25
CC(C)NC(=O)N(O)C1N(C(C)C)C(=O)N(Cc2ccc3c(c2)OCO3)C1(C)C (configuration not stated)	-4	-1	-3	-3	1	-0.2	-1	-7	-8
Cc1c(NCc2cc(Cl)ccc2O)c(=O)n(-c2ccccc2)n1C	1	2	1	2	-4	0.3	8	1	-4
Cc1ccc(S(=O)(=O)N2CCN(S(=O)(=O)N(C)C)CC2)c(C)c1	-1	6	-4	-1	-8	2.7	-2	-12	-1
COc1ccc(-c2nnc(SCC(=O)N(Cc3ccccc3)C(C)(C)C)o2)cc1OC	3	-4	5	1	0	4.4	-1	11	8
CC(C)(C)c1ccc(OCCC(=O)OCC(=O)NC2CC2)cc1	x	2	x	0	-3	0.2	2	5	x
Cn1c(=O)[nH]c(=O)c2c1nc(NCc1ccccc1)n2CCCc1ccccc1	-4	1	3	-3	1	1.8	10	4	-3
C[C@H](CO)N1C[C@H](C)[C@@H](CN(C)S(=O)(=O)c2ccc(F)cc2)Oc2c(NC(=O)Cc3ccccc3)cccc2C1=O	x	-1	x	0	x	x	1	7	x
O=C(COc1cccc2ccccc12)N/N=C/c1ccco1	1	0	4	6	-4	0.3	8	-6	-3
COC(=O)CCCC1=CC2=CC(=O)C(C)(OC(=O)c3cccs3)C(=O)C2=CN1CCc1c[nH]c2ccccc12 (configuration not stated)	-1	7	1	5	9	4.0	7	-12	16
CC(=O)c1ccccc1OCC(O)CN1CCN(c2ccccn2)CC1 (configuration not stated)	-4	-2	-7	-5	1	0.2	1	-3	9
Cc1ccc(C)c(S(=O)(=O)NCCN2CCOCC2)c1	-2	5	0	3	-4	3.7	1	0	-6
O=C(c1ccc([N+](=O)[O-])c(CS(=O)(=O)c2ccc(Cl)cc2)c1)N1CCCC1	2	4	-1	6	-3	2.7	-3	-1	5
O=C1/C(=C\c2ccncc2)SC(=S)N1C1CCCCC1	-1	11	0	-3	0	-0.6	-1	5	-3
COc1ccc(NC(C)=O)cc1S(=O)(=O)Nc1ccccc1C(=O)N1CCCC1	1	-3	0	3	-1	-2.1	-1	5	0
COc1ccc(CC(=O)OC(C)C(=O)Nc2c(C)n(C)n(-c3ccccc3)c2=O)cc1OC (configuration not stated)	x	5	x	10	x	x	1	16	x
CCCCNCCCOc1ccc(C)cc1Br	-1	3	-7	-3	3	0.1	10	4	-1
O=C(NC1CCCCC1)C1CCCN(S(=O)(=O)c2cccc3cccnc23)C1 (configuration not stated)	4	1	0	-2	-4	-2.6	4	2	-5

Look-ups from the list:
For Fh CTSL1 inh, COc1ccc(-n2c(SCc3ccc(C#N)cc3)nnc2-c2ccccn2)cc1 is entered as -2
For proCasp3 act, O=C1/C(=C\c2ccncc2)SC(=S)N1C1CCCCC1 is entered as -3

One compound at a time (already shown).
COc1ccc(-c2nnc(SCC(=O)N(Cc3ccccc3)C(C)(C)C)o2)cc1OC is listed as TPT1 inh = 3; PAFAH2 FP inh = -4; Fh CTSL1 inh = 5; proCasp3 act = 1; PP1 inh = 0; PP5 primary = 4.4; AHR act = -1; procasp7 counter = 11; core dimer inh = 8
COc1ccc(NC(C)=O)cc1S(=O)(=O)Nc1ccccc1C(=O)N1CCCC1 is listed as TPT1 inh = 1; PAFAH2 FP inh = -3; Fh CTSL1 inh = 0; proCasp3 act = 3; PP1 inh = -1; PP5 primary = -2.1; AHR act = -1; procasp7 counter = 5; core dimer inh = 0

Additional records
SMILES	TPT1 inh	PAFAH2 FP inh	Fh CTSL1 inh	proCasp3 act	PP1 inh	PP5 primary	AHR act	procasp7 counter	core dimer inh
C=C(C)C1CC=C(C)/C(=N/NC(=O)C2CC2c2ccccc2)C1 (configuration not stated)	0	-7	5	-2	-1	1.2	0	8	1
COc1ccc(NC(=O)C2C(=O)N(CCO)C3(C)CC2c2ccccc2O3)cc1 (configuration not stated)	-1	-3	-5	2	-4	1.2	1	-6	-2
CCOc1ccc(-n2cnnn2)cc1S(=O)(=O)NCc1ccccc1	3	9	2	1	-1	-2.3	-1	5	-4
O=C(COC(=O)/C=C/c1ccc(F)cc1)Nc1nnc(-c2ccccc2)o1	x	2	x	-2	18*	4.1	-1	-4	x
O=S(=O)(NCc1ccccc1)NCc1ccc(Cl)cc1Cl	2	9	1	-7	0	-4.6	2	1	-7
Cc1cc(N)ccc1-n1nc2ccccc2n1	-2	-2	-1	2	-4	-1.2	-6	9	1
CC12CN3CC(C)(CN(C1)C3c1ccc(Br)cc1O)C2 (configuration not stated)	1	-4	1	-4	-3	0.6	0	-2	4
Cn1c(=O)c2cc3c(nc2n(C)c1=O)CC(c1ccccc1)CC3=O (configuration not stated)	-2	-4	-1	-3	-9	-3.5	59*	8	6
O=C(NC1CCCC1)C(c1cccs1)N(C(=O)c1ccco1)c1ccc2c(c1)OCO2 (configuration not stated)	-4	1	-18	14	1	2.2	1	14	16
COc1ccc2cc(CO)n(C)c2c1	x	8	x	6	-2	-0.7	16	-13	x
O=C(NCCO)Nc1ccc(Cl)cc1	0	-2	-1	-5	-1	1.2	1	14	5
O=C(CC1CC2CCC1C2)N1CCN(S(=O)(=O)c2ccccc2F)CC1 (configuration not stated)	x	8	x	0	-2	2.4	-1	-7	x
COC(=O)c1nn(-c2ccccc2)c(Sc2ccc(Br)cc2)c1/C=N/O	1	-1	0	-2	1	2.8	1	7	2
COCCn1c(C)cc(C(=O)COC(=O)/C=C/c2cccc(OC)c2)c1C	-4	5	-11	-2	3	4.6	-2	-2	6
CCOc1ccc(C(=O)OCC(=O)N2CC(C)OC(C)C2)cc1OCC (configuration not stated)	0	1	0	2	-3	1.9	-3	1	-1
CC(OC(=O)CCOc1ccccc1)C(=O)Nc1ccc(Cl)cn1 (configuration not stated)	3	-1	-44	-1	-1	-1.3	-2	-2	-5
CC(=O)C1=C(O)C(=O)N(Cc2ccco2)C1c1ccc2c(c1)OCO2 (configuration not stated)	1	9	7	-6	-1	0.2	0	-9	-1
COc1ccc(CN2CCC(n3nccc3NC(=O)CCOc3ccccc3)CC2)cc1C	-2	-7	-1	0	-5	4.9	-2	1	6
CC1(C(=O)NCCCN2CCOCC2)Oc2cccnc2NC1=O (configuration not stated)	-5	1	-2	5	-5	0.7	-2	1	-3

High-throughput results from PubChem BioAssay.
